Statin myotox sup – suppression of simvastatin myotoxicity. rescue of ATP level, % at 7.49 µM. actives 0.78% (n = 330,000). AID 602340. C2C12 myotubes + simvastatin, ATP luminescence, 48 h; scaled: DMSO 0, geranylgeraniol control 100;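 active means mean ATP rescue above about 67%, or every replicate alone reaching that limit, limit read from the data, passing the limit was not always enough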;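 further: myotubes were challenged with 10 µM simvastatin during compound exposure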
ERp5 inh – inhibitors of human ERp5. Q15084. ERp5 insulin aggregation, absorbance 650 nm, 90 min. inhibition, % at 9.99 µM. actives 0.05% (n = 350,000). AID 651711;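 active means mean replicate inhibition above about 25%, with every replicate also reaching it, limit read from the data, passing the limit was not always enough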
Target sequence (Q15084 whole entry, looked up): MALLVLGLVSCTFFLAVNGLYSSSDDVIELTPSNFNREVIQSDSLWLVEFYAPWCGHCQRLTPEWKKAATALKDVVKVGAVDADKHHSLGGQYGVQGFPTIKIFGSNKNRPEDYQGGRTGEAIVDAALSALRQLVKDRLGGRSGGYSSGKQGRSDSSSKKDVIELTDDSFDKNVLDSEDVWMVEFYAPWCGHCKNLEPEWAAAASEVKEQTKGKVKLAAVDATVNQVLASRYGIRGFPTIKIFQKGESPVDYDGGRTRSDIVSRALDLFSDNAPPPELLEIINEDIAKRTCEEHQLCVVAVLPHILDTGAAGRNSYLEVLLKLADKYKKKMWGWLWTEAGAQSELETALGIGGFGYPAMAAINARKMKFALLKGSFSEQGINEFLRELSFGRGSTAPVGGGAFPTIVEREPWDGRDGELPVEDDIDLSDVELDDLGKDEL
ARNT-TACC3 inh – ARNT/TACC3 interaction disruption; inhibition, % at 9.99 µM; AlphaScreen His-ARNT PAS-B/GST-TACC3 binding, luminescence; TACC3 fragment carries E629A point mutation; AID 623870; Q9Y6A5; actives 0.66% (n = 390,000);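 active means mean inhibition of replicates at least 50% and at least half of replicates each reaching 50%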;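 further: 0% = complete ARNT plus TACC3 wells and 100% = ARNT alone without TACC3; many hits fall short of the cut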
SIRT5 inh – blocks human SIRT5 desuccinylation of peptide | inhibition, % at 15 µM | AID 652115 | Purified SirT5, succinyl-peptide AMC, trypsin-coupled fluorescence | actives 1.1% (n = 330,000); in the data active means inhibition above about 15%
Target sequence (Q9NXA8 whole entry, looked up): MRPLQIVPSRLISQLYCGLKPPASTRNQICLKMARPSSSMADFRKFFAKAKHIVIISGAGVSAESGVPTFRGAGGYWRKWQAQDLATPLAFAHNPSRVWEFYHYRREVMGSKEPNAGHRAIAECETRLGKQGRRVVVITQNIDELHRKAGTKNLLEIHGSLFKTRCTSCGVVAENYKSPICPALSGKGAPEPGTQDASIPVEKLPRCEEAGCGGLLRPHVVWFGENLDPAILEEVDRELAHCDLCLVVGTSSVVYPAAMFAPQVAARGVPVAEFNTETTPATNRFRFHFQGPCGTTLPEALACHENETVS
Cneo AK release – causes C. neoformans cell lysis; adenylate kinase release luminescence, 4 h; normalised: neutral wells 0, clomiphene wells 100; lysis activity, % at 15 µM; actives 0.2% (n = 360,000); AID 651654;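 active means mean lysis activity across replicates of at least 80%, whatever share of replicates individually reach that level; inactive means mean lysis activity below 80%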
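Schedule: static 4 h at 37 °C with compound, 1 h detection; system: C. neoformans cells; benchmarks: Clomiphene as positive control; buffer or medium: fresh YPD medium; measure: luminescence rise reflecting yeast cell lysis; measured by: luminescent adenylate kinase detection reagent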
esBAF inh – blocks esBAF chromatin remodeling in mouse ES cells; Bmi1-luciferase knock-in reporter, 24 h; 100% = twice the neutral-well signal; reporter increase, % at 12.5 µM; actives 2% (n = 350,000); AID 602393; in the data active means activation above about 40%;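 further: 0% = median of the plate's neutral control wells and 100% = double that signal; a rise in the Bmi1 reporter signal indicates esBAF inhibition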
miR122 inh – miR-122 inhibition in Huh7 cells; activation (reporter increase), % at 12.5 µM; Huh7 miR-122 Renilla luciferase sensor, 48 h; neutral wells = 0, positive control = 100; actives 0.3% (n = 340,000);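 active means mean replicate activation score at least 90 and every replicate individually at or above 90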;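 further: higher luciferase means less miR-122 activity so hits act as miR-122 inhibitors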
Active calls of the source: *; & = joins results of further samples; [ ] = dose if it differs, or a comment.

CCN(Cc1ccccc1)C(=O)c1cccs1 was read as Statin myotox sup 8, ERp5 inh -7, SIRT5 inh 4, Cneo AK release -1, esBAF inh -9 and miR122 inh -5.
CC(C)C(=O)NC(=S)Nc1ccc(S(=O)(=O)Nc2ccccc2)cc1 was read as ARNT-TACC3 inh 9, Cneo AK release 3 and miR122 inh 137*.
O=C(NNC(=S)Nc1ccc(F)cc1)C1[C@H]2CCCC[C@@H]12 (some centres not stated) was read as ERp5 inh 7, SIRT5 inh -4, Cneo AK release -5 and miR122 inh -2.
Cc1ccc(-n2c3c(c(=O)[nH]c2=S)C(C(F)(F)F)(C(F)(F)F)NC(=O)N3)cc1 was read as Statin myotox sup -8, ARNT-TACC3 inh -3, Cneo AK release -3, esBAF inh 10 and miR122 inh 0.
For C[C@H]1CN([C@@H](C)CO)C(=O)c2cc(-c3cccc(F)c3)cnc2O[C@@H]1CN(C)Cc1ccccc1 the results were Statin myotox sup -13, ERp5 inh 4, ARNT-TACC3 inh -2, SIRT5 inh 1, Cneo AK release 42, esBAF inh 2 and miR122 inh -1[16.7 µM].
Screening Cc1c(Cl)cccc1NC(=O)NCc1ccccn1 returned Statin myotox sup -2, ERp5 inh 0, ARNT-TACC3 inh -2, SIRT5 inh -1, Cneo AK release 0, esBAF inh 2 and miR122 inh 7.
Screening CC1CC(C)CN(S(=O)(=O)N2CCC(C(=O)NCc3ccco3)CC2)C1 (configuration not stated) returned ERp5 inh -2, ARNT-TACC3 inh -1 and SIRT5 inh -6.
For CCN(CC(=O)Nc1cccc(OC)c1)C(=O)c1cccc(S(=O)(=O)N2CCc3ccccc32)c1 the results were Statin myotox sup -8, ERp5 inh 2, ARNT-TACC3 inh -3, SIRT5 inh 0, Cneo AK release -3, esBAF inh 1 and miR122 inh 17.
Cc1nn(C)c(C)c1NS(=O)(=O)c1ccc(Cl)cc1 was read as Statin myotox sup -1, ERp5 inh 4, ARNT-TACC3 inh -1, SIRT5 inh -2, Cneo AK release -1 and esBAF inh -1.
For C[C@@H]1CN([C@@H](C)CO)C(=O)c2cc(NC(=O)Nc3cccc4ccccc34)ccc2O[C@@H](C)CCCCO[C@H]1CN(C)Cc1ccc2c(c1)OCO2 the results were Statin myotox sup -176, ARNT-TACC3 inh 7, Cneo AK release -1, esBAF inh -12 and miR122 inh 21[16.7 µM].
For Cc1cc(C(=O)COC(=O)CN(C)S(=O)(=O)c2ccc(Cl)cc2)c(C)n1Cc1cccs1 the results were Statin myotox sup 33, ARNT-TACC3 inh 0, Cneo AK release 0, esBAF inh 9 and miR122 inh -2.
Screening CCc1cccc2sc(NC(=O)C3CC3)nc12 returned Statin myotox sup 10, ERp5 inh -1, ARNT-TACC3 inh -2, SIRT5 inh 1, Cneo AK release 1 and esBAF inh 20.
`O=C(CNC(=O)c1ccc(F)cc1)Nc1ccccc1C(F)(F)F` gave ERp5 inh 4, ARNT-TACC3 inh 1 and SIRT5 inh -5.
CS(=O)(=O)N(CC(=O)N1CCCC1)c1cccc(Cl)c1Cl was read as Statin myotox sup 3, ERp5 inh 4, ARNT-TACC3 inh 0, SIRT5 inh 0, Cneo AK release 0 and esBAF inh 0.
Screening CCN(CC)C1CC(=O)N(c2ccc(Br)cc2)C1=O (configuration not stated) returned Statin myotox sup -4, ERp5 inh 3, ARNT-TACC3 inh -6, SIRT5 inh -3, Cneo AK release -2, esBAF inh 7 and miR122 inh -3.

Reprinted at random: four entries already listed
CC(C)C(=O)NC(=S)Nc1ccc(S(=O)(=O)Nc2ccccc2)cc1 was read as ARNT-TACC3 inh 9, Cneo AK release 3 and miR122 inh 137*.
Cc1ccc(-n2c3c(c(=O)[nH]c2=S)C(C(F)(F)F)(C(F)(F)F)NC(=O)N3)cc1 was read as Statin myotox sup -8, ARNT-TACC3 inh -3, Cneo AK release -3, esBAF inh 10 and miR122 inh 0.
For C[C@H]1CN([C@@H](C)CO)C(=O)c2cc(-c3cccc(F)c3)cnc2O[C@@H]1CN(C)Cc1ccccc1 the results were Statin myotox sup -13, ERp5 inh 4, ARNT-TACC3 inh -2, SIRT5 inh 1, Cneo AK release 42, esBAF inh 2 and miR122 inh -1[16.7 µM].
O=C(NNC(=S)Nc1ccc(F)cc1)C1[C@H]2CCCC[C@@H]12 (some centres not stated) was read as ERp5 inh 7, SIRT5 inh -4, Cneo AK release -5 and miR122 inh -2.

(cont.)
Cc1ccc(S(=O)(=O)CCC(=O)N(C)c2c(N)n(Cc3ccccc3)c(=O)[nH]c2=O)cc1 was read as Statin myotox sup 0, ERp5 inh -7, SIRT5 inh 2, Cneo AK release 4, esBAF inh 6 and miR122 inh 7.
`CN(C)c1cccc(NC2=CC(=[N+]3CCOCC3)CC(C)(C)C2)c1` gave ARNT-TACC3 inh 2, Cneo AK release 1 and miR122 inh -1.
Screening O=C1N[C@@H](c2ccccc2)COCc2cn(nn2)CC[C@@H]1Cc1ccccc1 returned ERp5 inh 1, SIRT5 inh -1 and Cneo AK release 1.
`O=C(O)c1cccc(NS(=O)(=O)c2ccc(Cl)c(C(=O)O)c2)c1` gave Statin myotox sup 11, ARNT-TACC3 inh -3, Cneo AK release 1, esBAF inh 5 and miR122 inh 1.
For CN(C)c1ccncc1C(=O)Nc1ccc(F)cc1F the results were Statin myotox sup -6, ERp5 inh 2, ARNT-TACC3 inh 4, SIRT5 inh 0 and esBAF inh -4.
`CC(C)C(=O)Nc1ccc2c(c1)C(=O)N(C)[C@@H]1CC[C@@H](CC(=O)Nc3ccccc3)O[C@H]1CO2` gave Statin myotox sup 9, ERp5 inh 0, ARNT-TACC3 inh 10, SIRT5 inh 1, Cneo AK release -1, esBAF inh -3 and miR122 inh -3[16.7 µM].
Screening CC(O)/C=C/c1ccc2ccccc2n1 (configuration not stated) returned Statin myotox sup -16, ARNT-TACC3 inh 5, Cneo AK release -11, esBAF inh 16 and miR122 inh 1.
`COc1ccc([C@@H]2[C@@H]3C(=O)N(C(C)(C)C)C(=O)[C@@H]3[C@]3(Cc4ccccc4)C(=O)N(c4cccc(F)c4)C(=O)N23)cc1` gave Statin myotox sup 13, ERp5 inh -9, ARNT-TACC3 inh -3, Cneo AK release 0, esBAF inh 4 and miR122 inh 0.
For C[C@H]1CN([C@@H](C)CO)S(=O)(=O)c2ccc(C3=CCCCC3)cc2O[C@H]1CN(C)C(=O)C1CCCCC1 the results were Statin myotox sup -13, ERp5 inh 7, ARNT-TACC3 inh 11, SIRT5 inh 9, Cneo AK release 7, esBAF inh 2 and miR122 inh -2[16.7 µM].
For CC1Sc2ccc(S(=O)(=O)N3CCC(C(=O)NCc4ccccc4)CC3)cc2NC1=O (configuration not stated) the results were Statin myotox sup 6, ERp5 inh 10, ARNT-TACC3 inh 7, SIRT5 inh -2, Cneo AK release 4, esBAF inh -9 and miR122 inh -2.
Screening CN(C)c1ccccc1C(=O)c1ccccc1N(C)C returned ARNT-TACC3 inh 5, Cneo AK release -3 and miR122 inh 24.
COc1ccc(/C=C/C(=O)Nc2ccc3c(c2)OCCO3)cc1OC was read as ARNT-TACC3 inh 7, Cneo AK release -6 and miR122 inh -9.
`CC1CCCN(C(=O)c2ccc3c(c2)C(=O)N(CCC2=CCCCC2)C3=O)C1` (configuration not stated) gave Statin myotox sup -19, ERp5 inh 1, ARNT-TACC3 inh 1, Cneo AK release 0, esBAF inh 1 and miR122 inh 5.
For O=C(O)c1ccc2nc(-c3ccco3)c(-c3ccco3)nc2c1 the results were Statin myotox sup -3, ERp5 inh 0, ARNT-TACC3 inh 13, SIRT5 inh 22*, Cneo AK release -1, esBAF inh -6 and miR122 inh -4.
For O=C(Nc1ccccc1)C1CCCN1/C=C/C(=O)C(F)(F)F (configuration not stated) the results were Statin myotox sup 6, ERp5 inh -1, ARNT-TACC3 inh 13, SIRT5 inh 1, Cneo AK release -3, esBAF inh -1 and miR122 inh -3.
For Cc1c(C(C)NC(=O)c2cc(COc3cccc4cnccc34)on2)cnn1C (configuration not stated) the results were Statin myotox sup -18, ERp5 inh 1, ARNT-TACC3 inh -4, SIRT5 inh -13, Cneo AK release -1, esBAF inh -12 and miR122 inh -3.
For O=C1C(Cc2c[nH]c3ccccc23)NC(=S)N1C1CCCCC1 (configuration not stated) the results were ERp5 inh -6, ARNT-TACC3 inh 0 and SIRT5 inh -6.
COC(=O)Cn1cnc(C(=O)Nc2ccc(C)c(C)c2)n1 was read as Statin myotox sup -3, ERp5 inh -1, ARNT-TACC3 inh -3, SIRT5 inh -2, Cneo AK release 0, esBAF inh -1 and miR122 inh 1.
For CC(=O)N(C)C[C@@H]1Oc2cc(C#Cc3ccccn3)ccc2S(=O)(=O)N([C@H](C)CO)C[C@H]1C the results were Statin myotox sup -5, ERp5 inh 3, ARNT-TACC3 inh -6, SIRT5 inh -3, Cneo AK release 2, esBAF inh -4 and miR122 inh -8[16.7 µM].
`CN1C(=O)C(=O)/C(=C(/O)c2ccc(Br)cc2)C1c1cccc([N+](=O)[O-])c1` (configuration not stated) gave Statin myotox sup 10, ERp5 inh 0, ARNT-TACC3 inh -9, SIRT5 inh 1, Cneo AK release 2, esBAF inh -1 and miR122 inh -4.
For CN1CCN(C(=O)C2=C[C@@H](C(C)(C)C)C[C@@H](OCc3ccc(CO)cc3)O2)CC1 the results were Statin myotox sup -11, ERp5 inh 5&2, ARNT-TACC3 inh -2, SIRT5 inh -1, Cneo AK release -6&0, esBAF inh -2 and miR122 inh -2.
C/C(=C\c1ccccc1)C(=O)Nc1ccc(Cl)cn1 was read as Statin myotox sup -40, ERp5 inh -8, ARNT-TACC3 inh -4, SIRT5 inh -2, Cneo AK release -6, esBAF inh 8 and miR122 inh -2.
`c1cncc(CSc2ccc(-c3cccnc3)nn2)c1` gave Statin myotox sup -1, ERp5 inh 5, ARNT-TACC3 inh 20, SIRT5 inh -17, Cneo AK release 2, esBAF inh 24 and miR122 inh -2.
Screening Cc1ccc(S(=O)(=O)NC2(C(F)(F)F)NC(=O)N(C)C2=O)cc1 (configuration not stated) returned Statin myotox sup 4, ERp5 inh 0, ARNT-TACC3 inh 0, SIRT5 inh 0, Cneo AK release 0, esBAF inh -2 and miR122 inh 3.
Screening Cc1[nH]c2ccc(C(=O)N3CCN(c4cccc(Cl)c4)CC3)cc2c1C returned Statin myotox sup -49, ERp5 inh 3, ARNT-TACC3 inh 2, SIRT5 inh -1, esBAF inh 1 and miR122 inh 3.
`O=Cc1ccc(Sc2nnc(-c3ccccc3)o2)c([N+](=O)[O-])c1` gave Statin myotox sup 4, ARNT-TACC3 inh -1, Cneo AK release 0, esBAF inh 4 and miR122 inh 5.
Screening C[C@@H]1CN([C@H](C)CO)C(=O)CCCn2nncc2CO[C@@H]1CN(C)C(=O)Nc1ccc2c(c1)OCO2 returned Statin myotox sup 1&-2, ERp5 inh 1&-3, ARNT-TACC3 inh -4, SIRT5 inh -4&0, Cneo AK release -3&59, esBAF inh 9&4 and miR122 inh -4.
Screening CCOC(Cn1c(SCc2cc(C(C)=O)ccc2OC)nc2ccccc2c1=O)OCC returned ERp5 inh -1, ARNT-TACC3 inh -16, Cneo AK release -6 and miR122 inh -4.
C=CCOn1c(=O)c(-c2ccc(F)cc2)[n+]([O-])c2ccccc21 was read as Statin myotox sup 8, ERp5 inh 2, ARNT-TACC3 inh 0, SIRT5 inh -3, Cneo AK release -1, esBAF inh 1 and miR122 inh -5.
`CC(NCc1ccccc1O)c1ccccc1` (configuration not stated) gave Statin myotox sup 1, ERp5 inh 4, ARNT-TACC3 inh 0, SIRT5 inh 1, Cneo AK release 2, esBAF inh -1 and miR122 inh 0.
Screening O=C(COc1cccc(-n2cnnn2)c1)N1CCOCC1 returned Statin myotox sup -2, ARNT-TACC3 inh -6, Cneo AK release 0, esBAF inh -3 and miR122 inh -2.
`C[C@H](CO)N1C[C@H](C)[C@H](CN(C)S(=O)(=O)c2ccc(F)cc2)Oc2c(NC(=O)NC3CCCCC3)cccc2C1=O` gave Statin myotox sup -46, ERp5 inh 5, ARNT-TACC3 inh 1, SIRT5 inh 1, Cneo AK release -3, esBAF inh -1 and miR122 inh 1[16.7 µM].
For COc1cccc(NC(=O)Nc2cc(Cl)ccc2C)c1 the results were ERp5 inh 2, ARNT-TACC3 inh 1 and SIRT5 inh -2.
